ssDAF12 agonist – activators of S. stercoralis DAF-12 nuclear receptor; HEK293 ssDAF-12/GRIP1 lit1-tk-luc reporter, luminescence; % of 3 µM dafachronic acid response; AID 652126; activation, % at 6.8 µM; 1% of 370,000 active;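 active means activation above the mean over all tested compounds plus 3 SD, cut at about 0.9% in these data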;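 further: 0% = DMSO-only wells and 100% = 3 µM delta7-dafachronic acid wells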
DAX1 inh-1 – DAX1 (NR0B1) inhibition, primary screen; 1.1% of 370,000 active; AID 652010; HEK293T StAR-luciferase reporter, SF-1/DAX-1 repression relief; inhibition, % at 6.8 µM;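 active means inhibition above the mean over all tested compounds plus 3 SD, cut at about 3.6% in these data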;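 further: 0% = DAX-1 cells with DMSO and 100% = cells lacking DAX-1 with DMSO; higher inhibition means more luminescence from relief of DAX-1 repression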
ADAM17 inh – inhibitors of human ADAM17. P78536. recombinant ADAM17, EDANS/DABCYL FRET peptide cleavage. inhibition, % at 6.95 µM. 0.83% of 370,000 active. AID 720648;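 active means inhibition above the mean of compounds lying between control limits plus 3 SD, set per campaign, cut at about 8.5% in these data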;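 further: 0% = DMSO-only wells as the low control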
PLC-beta3 inh – inhibitors of human phospholipase C beta3. Purified PLC-beta3, fluorogenic substrate, fluorescence. inhibition, % at 12.2 µM. 0.18% of 370,000 active; in the data active means inhibition above about 11%;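 further: 0% = median of compound wells on plate and 100% = full blocker control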
PLC-gamma1 inh – inhibitors of human phospholipase C gamma1. purified PLC-gamma1, fluorogenic substrate, fluorescence. inhibition, % at 12.2 µM. 0.84% of 370,000 active. AID 720700; in the data active means inhibition above about 9.5%
Target sequence (P19174 whole entry, looked up): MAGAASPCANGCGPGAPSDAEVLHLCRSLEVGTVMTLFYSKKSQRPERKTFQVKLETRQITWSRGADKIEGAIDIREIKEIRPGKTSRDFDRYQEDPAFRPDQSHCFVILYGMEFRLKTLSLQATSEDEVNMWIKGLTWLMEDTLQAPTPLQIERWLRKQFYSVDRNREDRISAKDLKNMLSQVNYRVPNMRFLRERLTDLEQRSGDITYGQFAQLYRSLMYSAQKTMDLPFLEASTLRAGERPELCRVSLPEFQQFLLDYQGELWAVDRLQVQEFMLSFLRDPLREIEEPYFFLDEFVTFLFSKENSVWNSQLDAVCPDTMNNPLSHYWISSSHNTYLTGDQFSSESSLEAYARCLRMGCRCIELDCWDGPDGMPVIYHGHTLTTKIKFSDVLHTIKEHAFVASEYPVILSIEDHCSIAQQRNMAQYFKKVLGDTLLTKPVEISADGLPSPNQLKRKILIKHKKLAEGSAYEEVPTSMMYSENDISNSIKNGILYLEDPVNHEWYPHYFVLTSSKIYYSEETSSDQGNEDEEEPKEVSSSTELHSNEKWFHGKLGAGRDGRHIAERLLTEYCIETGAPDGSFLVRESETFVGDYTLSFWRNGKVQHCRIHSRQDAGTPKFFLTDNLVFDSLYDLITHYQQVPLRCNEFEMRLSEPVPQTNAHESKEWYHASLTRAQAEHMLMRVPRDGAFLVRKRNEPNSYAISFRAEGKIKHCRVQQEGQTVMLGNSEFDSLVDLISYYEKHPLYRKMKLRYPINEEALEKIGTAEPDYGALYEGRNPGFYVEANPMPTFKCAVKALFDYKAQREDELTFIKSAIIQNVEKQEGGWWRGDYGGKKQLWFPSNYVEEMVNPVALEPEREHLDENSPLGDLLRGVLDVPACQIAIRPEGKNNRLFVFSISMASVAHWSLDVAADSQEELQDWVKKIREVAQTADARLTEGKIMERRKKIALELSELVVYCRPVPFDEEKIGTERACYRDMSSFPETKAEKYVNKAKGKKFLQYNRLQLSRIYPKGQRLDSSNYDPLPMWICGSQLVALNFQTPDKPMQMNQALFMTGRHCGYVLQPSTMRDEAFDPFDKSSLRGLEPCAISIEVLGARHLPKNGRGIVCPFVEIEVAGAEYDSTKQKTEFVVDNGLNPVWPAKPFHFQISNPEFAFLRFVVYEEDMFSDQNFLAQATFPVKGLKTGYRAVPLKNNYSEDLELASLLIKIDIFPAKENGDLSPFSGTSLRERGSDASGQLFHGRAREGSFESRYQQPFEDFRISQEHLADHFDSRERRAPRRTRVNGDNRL
ADAM10 inh – inhibits human ADAM10; AID 720582; 0.62% of 370,000 active; inhibition, % at 7 µM; recombinant ADAM10, EDANS/DABCYL FRET peptide cleavage, 3 h; O14672;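 active means inhibition above a per-campaign cutoff equal to the mean of compounds falling between control-based bounds plus 3 SD, cut at about 20% in these data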;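 further: 0% = DMSO wells while the 100% control is not disclosed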
hgDAF-12 ag – hgDAF-12 agonism, primary luciferase screen. HEK293 GAL4-hgDAF12 UAS-luciferase reporter, agonist luminescence; normalized to butyrate control. activation, % at 6.8 µM. 1.8% of 370,000 active. AID 687014;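 active means activation above a cutoff set at the mean of all screened compounds plus 3 SD, cut at about 10% in these data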;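 further: 0% = DMSO wells and 100% = sodium butyrate wells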
hcDAF12 agonist – activates DAF-12 receptor from parasite H. contortus; HEK293 hcDAF-12 lit1-tk-luc reporter, luminescence; 0% DMSO, 100% Δ7-dafachronic acid; activation, % at 6.8 µM; 1.4% of 370,000 active; AID 652067;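 active means activation above the mean of all tested compounds plus 3 SD, cut at about 5.5% in these data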;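 further: 100% = response to 3 µM Δ7-dafachronic acid high control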
GAA850 FXN act – activators of GAA850 frataxin (FXN) promoter. HEK293 lucGAA850 FXN promoter luciferase reporter, 24 h; percent of 10 µM SAHA response. AID 540364. 0.56% of 360,000 active. activation, % at 6 µM;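 active means activation above the average of all compounds screened plus 3 SD, cutoff fixed separately per campaign, cut at about 7.5% in these data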;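 further: 0% = DMSO wells and 100% = 10 µM SAHA wells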
HGIII-sPLA2 inh – Blocks human group III sPLA2 activity. inhibition, % at 12.2 µM. 0.56% of 370,000 active. AID 743126. Q9NZ20. QFRET BODIPY PC-A2 liposome hydrolysis, fluorescence;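 active means inhibition above mean plus 3 SD of compounds lying within the high and low control bounds, cut at about 19% in these data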;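 further: 0% = median of test compound wells and 100% = no enzyme DMSO wells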
DAX1 inh-2 – inhibitors of human orphan nuclear receptor DAX1 (NR0B1) | HEK293 Gal4-DAX1 luciferase reporter, luminescence | inhibition, % at 6.75 µM | 0.99% of 340,000 active | AID 504766;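 active means inhibition above the mean over all tested compounds plus 3 SD, cut at about 4.2% in these data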;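 further: 0% = DAX1-transfected cells with DMSO and 100% = empty-vector control cells with DMSO; inhibition shows as a rise in luminescence from relieved DAX1 repression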
* marks the source's active call; other numbers are inactive results; x = not tested or not shown.

Order of values – ADAM17 inh	ssDAF12 agonist	DAX1 inh-1	HGIII-sPLA2 inh	GAA850 FXN act	ADAM10 inh	DAX1 inh-2	PLC-gamma1 inh	PLC-beta3 inh	hcDAF12 agonist	hgDAF-12 ag
> Cc1cc(N2C(=O)C(O)=C(C(=O)c3cc4ccccc4o3)C2c2ccc([N+](=O)[O-])cc2)no1 (stereo unspecified)
→ 3	-0.6	0.1	-9	0.3	9	0.2	-11	-24	2.0	2.2
> CCCN(Cc1cc2cc(OC)ccc2[nH]c1=O)C(=O)c1ccco1
→ -67	-0.8	0.1	2	0.8	-165	1.3	-15	-34	-0.7	-3.4
> CCC(=O)Nc1cc2nn(-c3ccccc3)nc2cc1Cl
→ -6	0.3	1.5	-4	6.3	-15	0.8	-3	-3	7.3*	7.9
> O=C(c1ccco1)N1CCN(c2ccnc3cc(Cl)ccc23)CC1
→ -2	-2.4	-1.5	-3	1.8	2	-2.0	-8	-10	-3.9	-5.4
> CCNC(=O)C1(C)CCCN(C(=O)c2cc(C)nn2C(C)(C)C)C1 (stereo unspecified)
→ -4	-1.3	1.6	0	-1.1	-7	x	2	3	-0.3	1.5
> COc1ccccc1CN1CCC(n2nccc2NC(=O)CCc2ccccc2)CC1
→ -4	-1.2	0.2	-6	-0.5	-1	0.4	3	-4	-1.5	0.9
> Fc1ccc(F)c(C2=NNC(=Nc3ccccc3F)SC2)c1
→ 2	2.7*	3.1	-3	5.0	6	2.9	3	-4	8.6*	13*
> Cc1c(OCC(=O)NCC2CCC(C(=O)O)CC2)ccc2c(-c3ccccc3)cc(=O)oc12 (stereo unspecified)
→ -5	-0.2	-1.1	4	-1.2	-15	0.6	-8	-6	-1.2	-0.2
> O=C(Cc1ccccc1)Nc1ccccc1C(=O)N1CCN(c2ccccc2)CC1
→ -5	-0.8	-0.1	2	2.5	-13	-0.5	0	-9	1.7	-0.6
> Cc1nc2c(C(=O)NCCC(C)C)c[nH]n2c(=O)c1Cl
→ -4	-1.6	0.1	-26	1.6	-15	0.5	-2	-4	0.3	-1.5
> CCCCC(=O)Nc1ccc(NC(=O)C2CC2)nc1
→ -1	-1.4	-0.6	-5	2.7	5	0.7	0	2	-1.4	-1.9
> Cc1ccc(-n2c(-c3cc(C)n(C)n3)n[nH]c2=S)cc1
→ -1	-0.1	-0.2	5	0.2	-3	0.8	1	1	0.1	1.9
> CCCC[C@@H]1CC2=C(C(=O)OC(C)(C)O2)[C@H](c2ccc(C(C)C)cc2)O1
→ -2	-1.0	0.0	-2	x	-5	x	0	1	-0.7	-1.9
> CCCNC(=O)C1CCN(S(=O)(=O)c2cccs2)CC1
→ 2	-1.8	-0.3	0	4.8	11	-0.9	-1	3	-0.9	2.5
> Cc1cc(C(=O)OCC(=O)NCCc2ccccc2)c2ccccc2n1
→ -11	-0.5	0.3	7	0.6	-36	1.2	-8	-14	-1.5	0.8
> O=C(COC(=O)c1cc(Cl)ccc1[N+](=O)[O-])Nc1cccc2ccccc12
→ 4	-0.9	0.1	-7	1.8	6	0.3	-9	1	-0.6	1.7
> CC1CCc2c(sc3nc4n(c(=O)c23)CCS4)C1 (stereo unspecified)
→ -3	-1.0	1.1	0	3.9	-2	1.0	-1	-3	1.1	3.8
> COc1ccccc1OCc1nc(C#N)c(N2CC(C)CC(C)C2)o1 (stereo unspecified)
→ 0	-2.1	-0.1	-5	-0.8	6	1.3	2	3	0.5	-1.7
> CCCCOCCCNS(=O)(=O)Cc1ccccc1
→ -4	-1.5	0.1	1	3.3	-6	-0.2	-1	-3	-1.3	0.4
> COCCN(C(=O)COc1ccc(Cl)cc1)c1nnc(-c2cccnc2)s1
→ -1	-1.3	0.4	3	1.0	-1	1.0	-9	-13	-0.7	-1.6
> Cc1cc(OCC(=O)Nc2c(C(C)C)cccc2C(C)C)no1
→ -2	-1.2	-1.0	-1	-1.4	-6	1.2	-5	-4	-0.8	20*
> CCOC(=O)c1sc(NC(=O)CSc2nnc(-c3ccc(OC)cc3)n2CCOC)nc1C
→ 2	-1.4	0.3	-20	-1.6	1	0.2	1	2	-1.7	-1.6
> CC(C)C1(C)C(=O)N=C2c3ccccc3C(=O)N21 (stereo unspecified)
→ -2	-1.1	1.4	2	1.4	-9	1.1	-1	0	-1.4	1.5
> COc1ccc(/C=C/C(=O)O)cc1S(=O)(=O)N1CCCCC1
→ -3	-1.0	0.6	1	-1.6	-2	0.1	0	0	-0.6	7.4
> CCOc1ccc(NC(=O)CC2Nc3ccccc3NC2=O)cc1 (stereo unspecified)
→ -3	-1.6	-0.5	-7	3.9	-3	1.9	1	-1	-2.2	6.7
> Clc1ccc(-c2cn(-c3ccccc3)c3[n+]2CCS3)cc1
→ 2	-1.9	-0.8	5	0.3	9	-0.5	5	3	-1.2	0.4
> COc1ccc(-n2c(SCC(=O)NCc3ccco3)nnc2-c2c[nH]c3ccccc23)cc1
→ 2	-1.2	-1.1	-15	-0.3	1	-0.2	1	1	-1.1	-2.8
> CC(C)c1ccc(-n2nnnc2SCC(=O)NC2CC2)cc1
→ 0	-0.5	-2.1	-4	1.9	-1	0.6	2	-5	-1.5	-2.0
> CCN1C[C@@H]2[C@@H]3C(=O)N(C)C(=O)[C@@H]3[C@](Cc3ccccc3)(C1=O)N2C(=O)c1ccccc1
→ 1	-0.9	0.7	6	1.1	5	0.3	0	0	-1.4	-0.1
> CC(=O)Nc1c(Br)cc2c(c1Br)Cc1cc(Br)ccc1-2
→ -4	-0.5	0.1	3	1.9	1	1.1	0	1	5.2	0.8

Other results:
Order of values – ADAM17 inh	ssDAF12 agonist	DAX1 inh-1	HGIII-sPLA2 inh	GAA850 FXN act	ADAM10 inh	DAX1 inh-2	PLC-gamma1 inh	PLC-beta3 inh	hcDAF12 agonist	hgDAF-12 ag
> CC(C)(C)NC(=O)NC(=O)CN1CCCCCCC1
→ -1	-1.2	-0.4	-3	2.8	-5	0.8	0	-5	0.3	2.2
> COc1ccc(Cl)cc1NC(=O)C(C)N(C)Cc1cccc(Cl)c1Cl (stereo unspecified)
→ 1	-0.4	0.6	-6	1.1	1	0.1	-1	1	-3.9	0.9
> CCOc1ccccc1NC(=O)CCS(=O)(=O)c1cccs1
→ -2	-0.9	-0.2	2	1.0	-6	-0.2	-1	-4	1.1	-0.7
> Cc1ccc(-c2nn(-c3cccc(F)c3)cc2CN2CCN(c3ccccn3)CC2)o1
→ -4	-1.4	-0.9	-6	1.8	-8	-0.8	-2	-12	-2.5	1.7
> O=C(Cc1cc(=O)[nH][nH]1)N/N=C/c1ccccc1C(F)(F)F
→ 3	-0.8	0.9	-7	x	5	x	1	0	-0.5	0.5
> COc1cccc(C2=CC(c3cccs3)n3nnnc3N2)c1 (stereo unspecified)
→ -18	-0.6	-1.7	-8	-4.8	-50	2.3	-64	-83	-0.3	2.3
> O=C(CCC1CCCC1)Nc1cccn(Cc2ccccc2Br)c1=O
→ -1	-1.9	-0.5	-3	-0.4	-8	0.1	-3	-10	-1.1	2.1
> O=C(N/N=C/c1cccc([N+](=O)[O-])c1)c1ccc(CN2CCOCC2)cc1
→ 0	-2.2	0.1	-4	1.4	1	-0.3	2	1	4.5	-1.4
> COc1ccc(-c2cc(C)no2)cc1S(=O)(=O)N(C)c1ccc(C)c(C)c1
→ 1	-0.6	-1.9	-6	1.1	14	-0.2	-1	-4	-1.9	-0.9
> CCc1ccc2[nH]c(=O)c(CN(CC3CCCO3)C(=S)NCc3ccco3)cc2c1 (stereo unspecified)
→ -2	-1.7	0.2	-4	-0.1	3	1.2	2	-6	-2.4	5.3
> Cc1nnnn1CC(=O)Nc1ccccc1[N+](=O)[O-]
→ 2	-1.2	0.0	3	1.8	-3	-0.3	6	1	-1.3	-1.7
> COc1ccc(CNC(=O)Cn2ccc(N)nc2=O)cc1
→ 2	-0.9	0.2	0	0.6	4	2.4	3	4	-0.5	0.9
> COc1ccc(CC(=O)OCC(=O)NC2CCCCC2)cc1OC
→ 2	-0.1	0.0	-1	1.8	-5	0.6	5	8	1.8	0.9
> COc1ccc(CCNC(=O)c2cccc(NC3=NC4CS(=O)(=O)CC4S3)c2)c(OC)c1 (stereo unspecified)
→ 4	-0.3	-0.2	2	0.4	5	2.6	3	5	-1.8	1.4
> COC(=O)c1c(NC(C)=O)sc(C(=O)Nc2ccccc2F)c1C
→ -4	-0.8	2.5	0	5.4	-4	0.1	-1	1	1.3	13*
> O=C(COC(=O)c1cccs1)NCc1cccs1
→ -1	-0.9	-0.2	4	1.2	-3	-0.2	0	-4	0.1	1.7
> COc1ccccc1NS(=O)(=O)c1cc(NC(=O)CNC(=O)c2cc(C)cc(C)c2)ccc1C
→ 4	-0.7	0.7	-23	-1.6	14	-1.5	1	4	-1.7	-0.4
> COc1ccc(C)cc1NC(=O)Nc1ccc(C(=O)N2CCCC2)cc1
→ 0	-0.9	1.1	-17	0.5	2	0.2	1	-5	2.1	1.1
> COc1ccc(Cc2nnc(NC(=O)c3ccc(C)cc3)s2)cc1OC
→ 0	-0.4	-0.3	2	2.1	16	1.3	4	-3	1.0	2.3
> O=C(CCS(=O)(=O)Cc1ccccc1)Nc1nc2c(s1)CCCC2
→ -1	-1.6	1.2	-11	-4.8	7	1.0	-2	1	0.0	5.3
> O=C(CCN1C(=O)/C(=C/c2ccc(Cl)cc2)SC1=S)Nc1cccc(C(=O)O)c1
→ -2	-0.5	0.0	-7	-0.5	-1	1.3	3	-3	-1.5	0.7
> COCCCNC(=O)CCc1nnc(Cc2ccc(-c3ccccc3)cc2)o1
→ -3	-2.4	-0.1	2	-0.6	-5	1.4	-2	-4	-1.3	-0.4
> COCCCNc1nc2c(c(=O)n(Cc3ccc(Cl)cc3)c(=O)n2C)n1C
→ -2	-1.8	-1.0	4	-1.0	4	-2.0	1	-8	-0.6	-0.6
> COc1ccc(N2CCN(CCNS(=O)(=O)c3ccc(Br)s3)CC2)cc1
→ -1	-2.2	-1.7	0	x	-2	x	-2	-1	-1.9	2.7
> COc1ccc(CCC(=O)NCc2ccc3c(c2)OCO3)cc1
→ -2	-0.7	0.0	3	0.2	-7	-0.5	-1	-8	0.8	-1.5
> OC(CCCN1CCCCC1)(c1ccccc1)c1ccccc1
→ -9	-1.2	1.2	-4	-2.5	-12	-0.3	0	0	-1.5	0.1
> CC(=O)C[C@H]1c2cc(C(F)(F)F)ccc2S(=O)(=O)N1C1CCCC1
→ -4	-1.4	-0.4	2	0.2	10	-0.2	0	0	-1.4	2.0
> O=C(N/N=C/c1ccc([N+](=O)[O-])o1)C(O)c1ccccc1 (stereo unspecified)
→ -6	-1.6	-1.1	3	3.5	-11	-3.7	-16	-19	-3.4	-5.2
> O=C(O/N=C1\CCCc2ccccc21)c1cccs1
→ 1	-2.0	-0.1	-5	3.9	-11	0.0	1	-5	-0.3	1.1
> CCCCCCCCC(=O)N/N=C(\C)c1cccnc1
→ -1	-1.0	-0.1	1	-1.3	-16	-0.9	-4	-3	-0.7	1.2

Source: PubChem (The Scripps Research Institute Molecular Screening Center)
